ERG-DNA inh – qHTS for Small Molecule Inhibitors of the ERG Ets/DNA interaction; Transcriptional regulator ERG (Homo sapiens), P11308; 370,000 compounds, 0.028% hits; Potency, µM (doses to about 76.9 µM), inactives show at the highest dose FP activity, negative = inhibition, most hits filed as inhibitors; fluorescence polarization, His-ERG Ets domain / labelled DNA; active = well fitted inhibition curve with a large enough effect in the polarisation, with a control signal flat; inconclusive = small, poorly fitted or top-dose-only effect, or effect the other way, or a change in a side signal; inactive = no such curve, though single readings can be large or run the other way; the % refers to the polarisation;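 also: polarization taken with two DNA probes labelled with fluorescein and Texas red; potency is read from the fitted curve at half-maximal effect; % of control where 0% means no effect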
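His-tagged ERG Ets domain (1 uM in the protein solution; 300mM KCl, 50mM Tris-HCl, 1mM EDTA, 1mM DTT, pH 7.5) received compound, then a probe mix of 5 nM fluorescein-DNA and 100nM Texas-615-DNA. Fluorescence polarization was read for both dyes.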
POLH inh – qHTS for Inhibitors of Polymerase Eta; Potency, µM (titrated, usually from 114 µM), inactives show at the highest dose activity change, negative = inhibition, actives largely listed as inhibitors; DNA polymerase eta (Homo sapiens), Q9Y253; 390,000 compounds, 1.2% hits; AID 588591, 2011; recombinant Pol eta, fluorescent DNA replication assay; also: potency is read from the fitted curve at half-maximal effect; % is scaled to controls: 0 for no effect and ±100 for the full control effect
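Pol eta at 10 nM preincubated with compounds 15 min at room temperature; reaction started with fluorescent substrate (50 nM final) and read kinetically at 0 and 10 min.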
RGS4 inhibitor – Inhibitors of Regulator of G Protein Signaling (RGS) 4: qHTS. Regulator of G-protein signaling 4 (Homo sapiens), P49798. Transcreener GDP fluorescence polarization, RGS4-accelerated GTP hydrolysis. Potency, µM (doses to about 114 µM), without a hit: at the top dose activity change, negative = inhibition, usual class: inhibitors. 390,000 compounds, 0.039% hits. AID 504845, 2011; also: potency is read from the fitted curve at half-maximal effect; % is scaled to controls: 0 for no effect and ±100 for the full control effect; nearly all actives have a fitted effect of over 75% in size; some results filed as inactive show a strong effect at the top dose
Target sequence (P49798 whole entry, looked up): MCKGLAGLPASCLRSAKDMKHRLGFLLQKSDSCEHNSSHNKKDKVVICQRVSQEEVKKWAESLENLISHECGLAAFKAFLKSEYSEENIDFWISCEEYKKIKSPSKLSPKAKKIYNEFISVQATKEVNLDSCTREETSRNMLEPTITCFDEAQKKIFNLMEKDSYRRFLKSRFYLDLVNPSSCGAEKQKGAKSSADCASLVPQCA
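MLSMR compounds (23 nl, pin-transferred) preincubated 10 min at room temperature with a 500nM (2x) first reagent, then RGS4 at 900nM (2x) plus Transcreener GDP mix added; fluorescence polarization (620/688 nm) read before and after 90 min at 30 °C.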
ALOX12 inh – Primary qHTS assay for inhibitors of human arachidonate 12S-lipoxygenase (ALOX12): Round 2 | Polyunsaturated fatty acid lipoxygenase ALOX12 (Homo sapiens), P18054 | purified 12hLO, xylenol orange hydroperoxide absorbance | Potency, µM (doses to about 108 µM), without a hit: at the highest dose activity change, negative = inhibition, usual class: inhibitors | 580,000 compounds, 1.1% hits | AID 1671190, 2021; also: potency is read from the fitted curve at half-maximal effect; % is scaled to controls: 0 for no effect and ±100 for the full control effect
Target sequence (P18054 whole entry, looked up): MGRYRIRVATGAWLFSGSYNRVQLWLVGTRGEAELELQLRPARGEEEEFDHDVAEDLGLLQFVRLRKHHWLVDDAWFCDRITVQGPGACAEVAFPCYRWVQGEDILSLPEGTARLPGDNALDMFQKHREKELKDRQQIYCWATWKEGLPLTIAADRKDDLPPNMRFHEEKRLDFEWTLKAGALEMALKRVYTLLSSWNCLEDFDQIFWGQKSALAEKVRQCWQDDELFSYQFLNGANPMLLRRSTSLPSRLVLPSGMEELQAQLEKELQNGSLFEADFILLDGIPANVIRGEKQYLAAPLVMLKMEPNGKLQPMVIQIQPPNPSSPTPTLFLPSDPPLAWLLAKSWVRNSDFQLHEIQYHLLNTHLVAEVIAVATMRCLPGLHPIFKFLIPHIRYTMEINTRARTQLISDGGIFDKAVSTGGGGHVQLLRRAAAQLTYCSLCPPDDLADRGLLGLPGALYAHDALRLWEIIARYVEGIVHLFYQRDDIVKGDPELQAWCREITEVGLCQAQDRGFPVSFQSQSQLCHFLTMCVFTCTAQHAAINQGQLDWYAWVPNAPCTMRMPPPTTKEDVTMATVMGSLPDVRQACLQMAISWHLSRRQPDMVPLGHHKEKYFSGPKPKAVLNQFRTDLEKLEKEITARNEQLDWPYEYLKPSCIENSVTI
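Hydroperoxide product was detected by ferrous iron/xylenol orange as the 573 to 405 nm absorbance ratio. Arachidonic acid at 40 uM (final) was turned over for 30 min at room temperature by 150 nM human 12hLO, pH 7.0 Hepes buffer, after 15 min compound preincubation.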
Pol beta inh – qHTS Assay for Inhibitors of DNA Polymerase Beta | P06746 | Pol beta primer extension/strand displacement, fluorescence kinetic | Potency, µM (series often up to 114 µM), for inactives: at the top dose activity change, negative = inhibition, actives largely listed as inhibitors | 340,000 compounds, 1.3% hits; also: potency is read from the fitted curve at half-maximal effect; % is scaled to controls: 0 for no effect and ±100 for the full control effect
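Pol beta (10 nM) was preincubated with compound for 15 min at room temperature. The reaction was then started with 50 nM substrate and read immediately and after a further 10 min at room temperature.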
Anesthetic bind – qHTS Assay for Identification of Novel General Anesthetics; Ferritin light chain (Equus caballus), P02791; apoferritin/1-aminoanthracene competitive binding, fluorescence; Potency, µM (top dose mostly 77.5 µM), inactives show at the highest dose activity change, negative = displacement, actives largely listed as inhibitors; 350,000 compounds, 0.074% hits; AID 485281, 2010; also: potency is read from the fitted curve at half-maximal effect; % is scaled to controls: 0 for no effect and ±100 for the full control effect; nearly all actives have a fitted effect of over 20% in size
Target sequence (P02791 2-175 limits assumed): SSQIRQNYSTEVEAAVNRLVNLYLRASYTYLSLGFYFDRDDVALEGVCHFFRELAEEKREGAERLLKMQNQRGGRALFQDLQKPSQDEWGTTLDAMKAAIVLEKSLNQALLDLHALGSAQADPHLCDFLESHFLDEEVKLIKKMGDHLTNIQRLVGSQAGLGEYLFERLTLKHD
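Steps: apoferritin (10 uM) was premixed with half-saturated 1-AMA in PBS, compounds were pin-transferred, plates stood 10 min at room temperature, fluorescence was read at 380/535 nm, and curves were fitted with a Hill equation.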
POLK inh – qHTS for Inhibitors of Polymerase Kappa; DNA polymerase kappa (Homo sapiens), Q9UBT6; purified Pol kappa, fluorescent DNA synthesis assay, 10 min; Potency, µM (highest dose often 107 µM), for the others: at the highest dose activity, negative = inhibition, usual class: inhibitors; 400,000 compounds, 0.53% hits; AID 588579, 2011; also: potency is read from the fitted curve at half-maximal effect; % is scaled to controls: 0 for no effect and ±100 for the full control effect
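Activity was followed as the change in fluorescence between reads at 0 and 10 min after starting the reaction with 50 nM substrate. Beforehand, 10 nM polymerase had been preincubated with compound for 15 min at room temperature.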
LDHA block – qHTS assay for inhibitors of human lactate dehydrogenase. L-lactate dehydrogenase A chain (Homo sapiens), P00338. purified LDHA, NADH/diaphorase-resazurin fluorescence; stronger effect = lower value. activity change, % (values are at about 110 or 230 µM). 480,000 compounds, 0.15% hits; in the data active = activity change below about -30%; inconclusive = mostly about -25% to -30%;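 also: plate controls were DMSO wells for no effect and wells without enzyme for full effect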
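Remaining NADH was detected by diaphorase (0.133 mg/mL) converting 37 µM resazurin to fluorescent resorufin, read at 0 and 20 minutes. The preceding 5-minute room-temperature reaction used 2 nM LDHA, 0.2 mM sodium pyruvate and 0.06 mM NADH at pH 7.4.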
APEX1 inh – qHTS Assay for Inhibitors of the Human Apurinic/apyrimidinic Endonuclease 1 (APE1). DNA repair nuclease/redox regulator APEX1 (Homo sapiens), P27695. recombinant APE1, TAMRA/BHQ-2 abasic DNA cleavage fluorescence. Potency, µM (top dose mostly 65.8 µM), without a hit: top-dose activity change, negative = inhibition, hits mostly inhibitors. 350,000 compounds, 0.35% hits. AID 2517, 2012;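 also: potency is read from the fitted curve at half-maximal effect; plate controls were vehicle for no effect and reference inhibitor for full effect; nearly all actives have a fitted effect of over 55% in size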
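Step 1: APE1 (0.75 nM) with compound, 15 min RT. Step 2: add 50 nM fluorophore/quencher THF duplex. Step 3: three fluorescence reads 60 s apart (525/598 nm); read 3 minus read 1 = reaction progress.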
An asterisk follows results filed as active; ? = inconclusive; . = not tested or not shown; & = joins results of further samples; [ ] = another dose, or the depositor's remark. Unless noted, calls follow the shape of the dose curve; as a rule, active = well fitted curve in the direction sought with a large enough effect; inconclusive = small, poorly fitted or top-dose-only effect, or another doubt; inactive = no such curve, though single readings can be large; an effect the other way counts as inactive or inconclusive. An excerpt; the hit share may differ from the screen's.

ERG-DNA inh,POLH inh,RGS4 inhibitor,ALOX12 inh,Pol beta inh,Anesthetic bind,POLK inh,LDHA block,APEX1 inh,compound
.,8%,0%,?,13%,-8%,-4%,-3,-5%,Cc1cc(C)cc(NC(=S)N2CCC(c3nc4ccccc4s3)CC2)c1
-5%,-11%,19%,?,.,.,-7%,?,-11%,O=C(Nc1cccc(S(=O)(=O)Nc2ccc(Cl)cc2)c1)c1ccccn1
-5%,-16%,-10%,433%[activator],7%,-21%,4%,-3,4%,CCOC(=O)COc1ccc(/C=C2/SC(=Nc3ccccc3)N(Cc3cccnc3)C2=O)cc1OC
5%,-19%,18%,0%,6%,-1%,0%,-7,3%,CC(=O)N/C(=N/c1nc(C)cc(C)n1)Nc1ccc(C)cc1C
5%&-3%,1%,6%&-4%,12%&-14%,14%,-5%&-1%,-3%&-30%,-2&-10,-13%,O=C(Nc1cccc(F)c1)c1cccc2c1C(=O)N(C1CCCCC1)C2
4%,50µM*,-28%,-21%,?,-22%,-40%,-4,18%,O=C1SC(SCc2ccccc2Cl)=N/C1=C\c1ccc(C(=O)O)cc1
1%,-8%,?,-24%,-23%,-9%,5%,-4,?,COc1ccc([N+](=O)[O-])c(S(=O)(=O)c2ccc(Cl)cc2)n1
9%,6%,-7%,-18%,?,?,-5%,0,.,Cc1ccc(S(=O)(=O)c2nnn3c2nc(NCc2ccc(F)cc2)c2sccc23)cc1
8%,5%,29%,0%,89%,2%,-10%,-2,0%,CC(C)(C)n1cnnc1Sc1ccc([N+](=O)[O-])cn1
-5%,-10%,-33%,-2%,39%,-11%,10%,-5,0%,O=C(COC(=O)c1cccs1)Nc1ccccc1Cl
5%,3%,15%,11%,16%,-11%,-8%,-6,-9%,O=C(NNC(=O)C(c1ccccc1)c1ccccc1)c1ccccn1
-7%,0%,10%,-14%,-1%,4%,5%,2,.,CSc1ccc(CCNC(=O)Cn2nc(C)n3c(cc4sccc43)c2=O)cc1
0%,0%,7%,20%,?,-9%,2%,-4,14%,COc1ccc(-n2nc3c(c2NC(C)=O)CS(=O)(=O)C3)cc1
6%,32µM*,14%,?,?,-1%,-45%,-6,-9%,COc1ccccc1-n1c(SCc2cc(=O)oc3cc(O)ccc23)nc2ccccc2c1=O
-4%,-4%,16%,-10%,.,.,4%,-2,-9%,Cc1cccc(OCCC(=O)OCc2csc(CC(=O)Nc3ccccc3C)n2)c1
-3%,-12%,-24%,0%,0%,-18%,-11%,-1,8%,Cc1ccc(C(=O)CSc2nc(N)cc(=O)[nH]2)cc1C
3%,-9%,-21%,-7%,0%,-4%,-17%,-10,-9%,CC1CC(C)(C)NC(=S)N1CCCC(=O)Nc1ccc(F)cc1 (centres undefined)
-2%,-20%,-20%,-11%,-16%,-11%,-9%,5,-6%,COc1ccc(NCC(O)Cn2c(C)c(C)c3ccccc32)cc1 (centres undefined)
8%,-3%,29%,1%,2%,-3%,-11%,-10,11%,CCCc1ccc(S(=O)(=O)NCC2CCCN2CC)cc1 (centres undefined)
-18%,3%,-15%,-2%,22%,-14%,-2%,1,-2%,O=c1[nH]c(=O)n(-c2ccccc2)c2c1C(C(F)(F)F)(C(F)(F)F)N=C(C1CCCCC1)N2

Compounds shown so far that contain a nitro group on carbon:
ERG-DNA inh,POLH inh,RGS4 inhibitor,ALOX12 inh,Pol beta inh,Anesthetic bind,POLK inh,LDHA block,APEX1 inh,compound
1%,-8%,?,-24%,-23%,-9%,5%,-4,?,COc1ccc([N+](=O)[O-])c(S(=O)(=O)c2ccc(Cl)cc2)n1
8%,5%,29%,0%,89%,2%,-10%,-2,0%,CC(C)(C)n1cnnc1Sc1ccc([N+](=O)[O-])cn1

New compounds follow:
ERG-DNA inh,POLH inh,RGS4 inhibitor,ALOX12 inh,Pol beta inh,Anesthetic bind,POLK inh,LDHA block,APEX1 inh,compound
1%,-19%,3%,-2%,-3%,-4%,-6%,-2,10%,CCOC(=O)N1CCN(C(=O)CCNS(=O)(=O)c2ccccc2)CC1
5%,-7%,43%,-3%,.,.,-9%,-10,-4%,CCC(CC)NC(=O)CN1CCN(S(=O)(=O)c2ccc(Br)s2)CC1
6%,-6%,10%,16%[57.4 µM],2%,-11%,-11%,-7,-9%,CN1C(=O)C(C)(C)c2cc(S(=O)(=O)N3CCCC(C(=O)NCc4ccccc4Cl)C3)ccc21 (centres undefined)
18%,?,14%,?,.,.,-26%,-9,-18%,CCCC[C@@H]1C=C(C(=O)O)[C@H](c2ccc(Cl)c(Cl)c2)N1S(=O)(=O)c1ccc(C)cc1
-2%,-7%,24%,-18%,30%,-6%,-1%,-9,5%,CCOc1ccc(NC(=O)CSc2nccn2C)cc1
8%,1%,-15%,-23%,0%,-21%,-2%,-10,14%,Brc1ccccc1-c1nnc(CSc2nnc3sc4ccccc4n23)o1
1%,-14%,-1%,0%,-1%,-3%,-4%,-6,.,CC(=O)Nc1ccc(NC(=O)CN(C)S(=O)(=O)c2ccc3c(c2)CCCC(=O)N3)cc1
-9%,-16%,5%,1%,?,-10%,-9%,17,-4%[12.4 µM],COC(=O)C1=C(C(=O)OC)[C@@H]2N(C)c3ccc(OC)cc3[C@@]23C[C@@H](C(=O)OC)N(C(=O)c2ccc(Br)cc2)C3=N1
-1%,-2%,-26%,-20%,15%,-3%,5%,-16,9%,CC(=O)C1=C(O)C(=O)N(Cc2ccco2)C1c1ccccc1F (centres undefined)
7%,-20%,19%,-5%,.,.,2%,-8,7%,COc1cccc(-c2c(-c3cc(OC)cc(OC)c3)n(C)c3ccc(Br)cc23)c1
8%,-11%,-17%,-14%,.,.,-2%,-2,27%,CN(C)S(=O)(=O)c1ccc(SCC(=O)N2CC(=O)Nc3ccccc32)nc1
3%,-9%,5%,-17%,6%,3%,-1%,-10,.,CCOc1ccccc1NC(=O)Cn1c2ncccc2c(=O)n1-c1ccc(C)c(C)c1
.,-4%,?,?,-6%,2%,-5%,6,-5%,COc1ccc(/C=C2\SC(c3ccc(C)cc3)=NC2=O)cc1OC
13%,-21%,0%,0%,25%,?,-4%,0,-16%,CN(CCCC1CCCC1)C(=O)CC1C(=O)NCCN1Cc1cccc(F)c1F (centres undefined)
-5%,-11%,-9%,?,3%,9%,4%,-1,1%,COc1ccc(-c2c(C#N)c(N)nc(Sc3ccc(Cl)cc3)c2C#N)cc1
-1%,-1%,24%,-5%,.,.,-7%,-13,18%,O=C(Cc1n[nH]c(=O)c2ccccc12)N1CCN(S(=O)(=O)c2ccc(F)c(Cl)c2)CC1
5%,-18%,-2%,18%,32%,-1%,-9%,-10,0%,CN(CCCCCC(=O)/C=N/O)Cc1ccccc1
-21%,5%,4%,5µM*,9%,-3%,5%,0,36%,CCOC(=O)Nc1ccc2c(c1)N(C(=O)CN1CCN(C)CC1)c1ccccc1CC2
2%,-5%,9%,15%,7%,?,-19%,-8,14%,O=S(=O)(Nc1ccc(Br)cc1)c1cccc2nonc12
4%,?,25%,0%,.,.,-7%,-8,-4%,Cc1ccsc1CN(C)C(=O)CN1C(=O)NC(c2ccccc2)(c2ccccc2)C1=O
2%,8%,21%,-7%,2%,.,-7%[60.1 µM],0,.,COc1ccc(-c2c(C)c3ccc(O)c(CN4CCCCC4)c3oc2=O)cc1OC
-4%,-8%,-3%,?,1%,-4%,-15%,-3,2%,Cc1nn(C)c(C(=O)NNC(=S)NCc2ccco2)c1Cl
3%,-5%,20%,0%,4%,-16%,3%,-7,-4%,CC1(C)Cc2ccccc2C(=O)N1
-11%,-2%,2%,1%,2%,3%,-14%,-4,-6%,Cc1ccc(NC(=S)N2CCC(c3ccccc3)C2)c(Cl)c1 (centres undefined)
-19%,-3%,-9%,-14%,?,1%,4%,-3,2%,COCCSc1nnc(NC(=O)COC)s1
-3%,-15%,-4%,-12%,-10%,-4%,-5%,1,0%,Cc1c(Cl)c([N+](=O)[O-])nn1CC(=O)NCC1CCCO1 (centres undefined)
.,-21%,-10%,?,?,-21%,-8%,-17,-6%,Nc1c2c(nc3ccc(Br)cc13)N(c1ccccc1)CC2
-2%,-11%,-18%,-19%,?,?,-1%,-4,-5%,c1ccc(CSc2nnc(-c3ccco3)n2Cc2ccco2)cc1
-5%,-7%,-11%[56.9 µM],-45%,-1%,13%,-7%,7,-8%,O=S(=O)(c1ccccc1Cl)N1CCCC1c1nc(-c2ccccc2Cl)no1 (centres undefined)
0%,-7%,-15%[11.4 µM],-28%,-13%,5%,-14%,-5,6%,CC(NC(=O)Cn1nc(C(=O)O)c2ccccc2c1=O)c1ccccc1 (centres undefined)
6%,-17%,4%,5%,2%,-6%,-14%,-11,1%,CC1CC(CC(C)C(=O)NC(=S)Nc2ccc(S(N)(=O)=O)cc2)C(=O)O1 (centres undefined)
